Assay outcomes (PubChem BioAssay)
PMI activator: activators of human PMI, primary screen, biochemical, fluorescence intensity, near-Km mannose 6-phosphate | actives 0.005% (n = 190,000) | activation factor at 20 µM | purified human PMI, coupled resazurin fluorescence, 20 min; hits give high values; 1 = vehicle control, 0 substrate-free wells;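 active = activation factor of 2 or more at 20 µM, relative to plate controls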
Target sequence (P34949 whole entry, looked up): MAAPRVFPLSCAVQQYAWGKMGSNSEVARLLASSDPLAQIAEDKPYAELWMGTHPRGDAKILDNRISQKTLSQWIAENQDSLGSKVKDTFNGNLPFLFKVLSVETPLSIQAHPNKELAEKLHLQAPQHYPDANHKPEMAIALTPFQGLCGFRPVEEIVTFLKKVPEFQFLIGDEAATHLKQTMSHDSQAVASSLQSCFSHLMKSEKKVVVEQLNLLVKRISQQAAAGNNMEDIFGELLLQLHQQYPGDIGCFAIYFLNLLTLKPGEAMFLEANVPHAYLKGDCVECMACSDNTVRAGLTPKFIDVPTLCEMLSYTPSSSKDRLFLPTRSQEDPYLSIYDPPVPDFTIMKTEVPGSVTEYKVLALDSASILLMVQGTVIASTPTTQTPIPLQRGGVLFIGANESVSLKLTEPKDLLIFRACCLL
RAM inhibit: inhibitors of the yeast RAM network, primary screen, dse1pr::URA3 reporter, 5-FOA selection; S. cerevisiae dse1pr::URA3 reporter, 5-FOA growth OD615, 2 d; analog-sensitive cbk1-as2 kinase mutant strain; inhibition, % at 50 µM; actives 1.8% (n = 190,000); AID 868, 2007;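 active = inhibition above a set limit, 3 SD over mean compound inhibition, cut at about 8.4% in these data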;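 note: 0% = DMSO-only wells with no growth and 100% = 10 µM 1-NA-PP1 full growth; inhibition rescues growth on 5-FOA so higher OD means more RAM inhibition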
HMGR II inh: inhibitors of E. faecalis class II HMGR, primary screen, biochemical, Enterococcus faecalis. purified E. faecalis HMGR, NADPH absorbance 340 nm kinetic. inhibition, % at 10 µM. HMG-CoA reductase (Enterococcus faecalis, mvaE). actives 0.41% (n = 190,000);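 active = inhibition above a set limit, the median over all tested compounds plus 3 SD, cut at about 9.5% in these data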;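 note: enzyme runs in reverse so mevalonate oxidation gives rising NADPH absorbance; 0% = complete reaction with DMSO and 100% = background rate lacking mevalonate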
Hsp70 act: Hsp70 transcriptional activators, primary screen, cell-based, HeLa, Hsp70 promoter luciferase, luminescence, 10 µM; activation, % at 10 µM; actives 0.04% (n = 200,000); AID 1203, 2008; HeLa Hsp70 promoter luciferase reporter; scaled: vehicle 0, proteasome-inhibitor control 100%;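 active = activation above the mean across all tested compounds plus 3 SD, cutoff set per campaign, cut at about 5.5% in these data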;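 note: 100% = MG132 at 30 µM as the positive control and 0% = DMSO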
TNAP inh hi DEA: human TNAP enzyme inhibitors, primary screen, biochemical, luminescent, high phosphate acceptor level, uHTS; Alkaline phosphatase, tissue-nonspecific isozyme (Homo sapiens), P05186; purified TNAP, CDP-star luminescence, 1 M DEA; inhibition, % at 20 µM; actives 0.03% (n = 200,000); AID 1135, 2008;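 active = over 50% inhibition of tissue-nonspecific alkaline phosphatase at 20 µM in the single-dose screen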;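 note: plate controls were DMSO wells for no effect and EDTA-quenched wells as full inhibition for full effect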
S1P3 antag: S1P3 receptor antagonists, primary screen, cell-based; Sphingosine 1-phosphate receptor 3 (Homo sapiens), Q99500; CHO S1P3 NFAT-BLA reporter, FRET fluorescence, antagonist mode; inhibition, % at 4.98 µM; actives 0.27% (n = 170,000);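 active = inhibition above the plate cutoff, the mean inhibition of test wells on that plate plus 3 SD, cut at about 28% in these data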;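 note: cells challenged with S1P at its EC80 of 0.8 µM; blue over green emission ratio from cleaved BLA substrate after 4 h stimulation; 0% = S1P-stimulated wells and 100% = unstimulated DMSO-only wells; some compounds past the cut are filed as inactive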
Target sequence (Q99500 whole entry, looked up): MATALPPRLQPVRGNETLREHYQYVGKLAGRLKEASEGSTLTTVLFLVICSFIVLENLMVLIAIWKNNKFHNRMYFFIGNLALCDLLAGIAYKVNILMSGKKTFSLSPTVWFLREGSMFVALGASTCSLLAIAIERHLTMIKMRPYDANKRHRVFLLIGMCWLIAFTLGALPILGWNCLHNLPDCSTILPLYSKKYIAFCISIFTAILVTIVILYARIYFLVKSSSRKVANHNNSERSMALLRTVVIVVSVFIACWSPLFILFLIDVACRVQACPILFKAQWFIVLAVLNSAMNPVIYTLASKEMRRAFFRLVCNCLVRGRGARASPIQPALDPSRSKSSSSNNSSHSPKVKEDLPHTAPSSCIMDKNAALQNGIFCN
PMI act hi M6P: human PMI activators, high substrate, primary screen, biochemical, fluorescence intensity, near-saturating mannose 6-phosphate. actives 0.34% (n = 190,000). activation factor at 20 µM. Mannose-6-phosphate isomerase (Homo sapiens), P34949. AID 1216, 2008. coupled PMI enzyme assay, resazurin fluorescence, 20 min; hits give high values; 1 = untreated enzyme, 0 = substrate-free blank;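 active = activation factor of 2 or more at 20 µM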
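Test system: human PMI in coupled enzyme assay; Input: PMI at 15 ng/mL final; Medium: HEPES buffer, pH 7.4; Schedule: 20 min incubation at room temperature; Technique: resorufin fluorescence at Ex 544/Em 590 nm; Compound: 20 µM single dose; Probe or stimulus: Near-saturating mannose-6-phosphate, 1.0 mM.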
Redox H2O2 prof: compounds producing H2O2 with reducing agent – biochemical, NIH compound library profiling, artefact control for MLSCN library redox annotation, primary screen; AID 878, 2007; DTT-dependent redox cycling H2O2, phenol red/HRP absorbance; 100% = 100 µM peroxide control, 0% = buffer; activation, % at 10 µM; actives 0.03% (n = 200,000);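 active = activation of at least 50% relative to the plate's high and low controls in the primary single-dose screen; inactive = activation below 50%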;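 note: compound incubated with DTT at 0.8 mM final as the reducing agent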
Lmaj promast: Leishmania major promastigote growth inhibition, primary screen. inhibition, % at 10 µM. Leishmania major promastigotes, resazurin fluorescence viability. actives 9% (n = 200,000); in the data active = inhibition above about 50%;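 note: promastigotes grown with compound for 44 hours at 28 °C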
TNAP inh noacc: human TNAP enzyme inhibitors, primary screen, biochemical, luminescent, no phosphate acceptor, uHTS; Alkaline phosphatase, tissue-nonspecific isozyme (Homo sapiens), P05186; purified TNAP, CDP-star luminescence, 30 min; inhibition, % at 20 µM; actives 0.26% (n = 200,000);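 active = tissue-nonspecific alkaline phosphatase inhibition above about 50% at 20 µM in the single-dose screen, limit read from the data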;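 note: 0% = DMSO negative control and 100% = EDTA positive control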
The depositor's hits bear a star; · = not tested or not shown.

Molecule	PMI activator	RAM inhibit	HMGR II inh	Hsp70 act	TNAP inh hi DEA	S1P3 antag	PMI act hi M6P	Redox H2O2 prof	Lmaj promast	TNAP inh noacc
O=C(c1ccco1)N1CCN(c2ncnc3scc(-c4ccc(F)cc4)c23)CC1	0.9	0.2	1.3	-0.1	-5.3	·	1	0.2	78.3*	-9.3
CN(C)c1ccc(/C=N\S(=O)(=O)c2ccccc2)cc1	0.9	-0.4	-2.7	-0.3	-1.7	-8.5	1	0.4	51.7*	-17.0
CN(C)S(=O)(=O)c1ccc(C(=O)N2CCN=C2SCc2ccccc2)cc1	1.1	0.2	-6.0	0.0	-2.2	4.7	1	-1.2	-0.9	2.4
COc1cc(/C=N/NC(=O)c2ccncc2)ccc1Oc1ccc([N+](=O)[O-])cn1	1	1.4	3.6	0.3	-4.9	2.4	0.9	-0.4	5.0	-14.0
NC(=O)C1CCN(C(=O)CCSc2ccc(Cl)cc2)CC1	1	0.7	-1.7	-0.3	-4.6	-8.0	1.1	-0.3	-5.0	-8.6
COc1ccc(C2C(C#N)=C(N)Oc3c2oc(CO)cc3=O)cc1 (centres undefined)	0.9	0.1	2.8	0.1	4.9	-2.1	0.7	0.4	-4.8	-10.6
COc1ccc(CCNC(=O)CCS(=O)(=O)c2ccc3c(c2)CCN3C(C)=O)cc1OC	1	2.8	2.9	-0.2	-5.2	4.2	1	-0.8	-0.9	-12.8
CC(C)n1c(N2CCN(CC(=O)NCc3cccs3)CC2)nc2ccccc21	1.1	-1.4	-2.2	-0.4	-1.2	-0.4	1.3	4.0	1.7	-3.6
C=CCn1c(SCC(=O)N2CCCC2)nc2cc(C(=O)NCC3CCCO3)ccc2c1=O (centres undefined)	1	-0.6	1.5	-0.1	-1.6	·	1	-0.1	22.9	-10.8
c1cc2c(cc1CN1CCOCC1)OCO2	0.9	0.8	0.3	-0.4	-2.7	·	1	0.0	-0.2	4.5
O=C1CSC(c2ccc([N+](=O)[O-])cc2)N1CCN1CCCCC1 (centres undefined)	1	1.8	-3.9	-0.2	-5.5	8.1	0.9	-0.9	85.9*	-3.2
O=C(NCc1ccccn1)c1ccc(=O)oc1	1	0.8	-4.5	-0.2	-9.8	·	1	1.5	-5.8	10.0
O=C(COC(=O)C12CC3CC(CC(Br)(C3)C1)C2)N1CCOCC1	1.1	-1.6	-9.4	0.3	-3.3	-4.5	1.1	-1.0	-3.3	0.0
CCC(=O)Nc1cc(C(=O)OC(C(=O)c2ccc(C)c(C)c2)c2ccccc2)ccc1C (centres undefined)	0.9	5.8	-3.3	-0.1	-3.0	·	1	2.1	4.5	-9.2
Cc1c(Cl)cnc(NC(=O)COC(=O)c2ccc([N+](=O)[O-])s2)c1Cl	1	0.1	-13.8	-0.4	3.5	-8.4	0.6	0.3	-4.5	-1.1

Molecule	PMI activator	RAM inhibit	HMGR II inh	Hsp70 act	TNAP inh hi DEA	S1P3 antag	PMI act hi M6P	Redox H2O2 prof	Lmaj promast	TNAP inh noacc
O=c1c2c3nc4ccccc4nc3n(/N=C/c3ccco3)c2ncn1CCC1=CCCCC1	1	·	·	·	-5.0	4.3	0.8	·	·	-4.6
Cc1cc(NS(=O)(=O)c2ccc(NC(=O)c3cccc(OC(F)F)c3)cc2)nc(C)n1	1	0.1	-1.1	0.0	1.1	-7.8	1	-0.3	-1.8	-6.7
O=C(NCCCN1CCOCC1)c1cc(Cl)ccc1[N+](=O)[O-]	0.9	1.5	0.2	-0.4	-8.4	13.9	0.9	-0.1	-2.2	-11.5
C=CCN1C(=NC(=O)CCC(=O)O)SC2CS(=O)(=O)CC21 (centres undefined)	1	3.5	0.5	-0.1	-5.5	·	1	1.8	-6.0	-12.2
N#CCN1CCN(CC(=O)Nc2ccc(OCc3ccccc3)cc2)CC1	0.9	0.8	-13.4	-0.3	-1.4	·	0.8	2.7	30.2	-4.8
COc1cc(CN2CCSCC2)cc(OC)c1OC	0.9	0.4	-3.0	-0.4	5.7	-1.6	1	-2.1	-7.1	-5.5
CC(C)(NC(=O)N1CCCC1)c1cccc(C(C)(C)NC(=O)N2CCCC2)c1	0.9	1.7	0.1	0.0	-4.4	-17.7	0.9	0.7	-2.1	-10.2
CC(C)(C)c1cc(CN(CCO)CCO)cc(C(C)(C)C)c1O	0.5	-0.8	-3.0	-0.3	1.8	-13.1	0.6	5.8	-2.5	-2.8
OCCC1CN(Cc2ccc(Oc3ncccn3)cc2)CCN1C1CCCC1 (centres undefined)	0.9	0.1	0.5	0.0	-5.9	9.6	1	-1.2	-6.3	-7.1
COc1ccc(CNc2cc(NCCCO)c([N+](=O)[O-])c3nonc23)cc1	0.5	0.4	-0.4	-0.2	2.1	-5.1	0.4	-0.1	66.7*	-10.7
Cc1oc(-c2ccc(Cl)cc2)nc1CN1CCC(C(=O)NCCCN2CCCC2=O)CC1	1	1.0	-3.6	-0.5	-8.2	-34.1	1	-1.0	-0.2	-2.8
Cn1cccc1/C=N/NC(=O)C12CC3CC(CC(C3)C1)C2	1	-0.4	-0.3	-0.3	-0.4	0.6	1	0.2	-6.3	-15.2
CCCCC1(C)OC(=O)C(=Cc2ccc(N(CC)CC)cc2)C(=O)O1 (centres undefined)	0.8	1.1	0.5	0.0	-2.5	·	0.8	2.0	-1.2	21.1
CC(C)(C)C(C(Oc1ccc(Cl)cc1)n1cncn1)n1nnnc1C(c1cccc(Cl)c1)N1CCCCC1 (centres undefined)	1	2.7	-1.4	-0.6	-6.5	·	0.9	3.0	65.1*	-8.2
Cc1ccccc1NC(=O)c1ccccc1	0.8	0.5	7.3	0.1	-3.1	10.6	0.8	-1.9	-0.8	-8.9

Molecule	PMI activator	RAM inhibit	HMGR II inh	Hsp70 act	TNAP inh hi DEA	S1P3 antag	PMI act hi M6P	Redox H2O2 prof	Lmaj promast	TNAP inh noacc
COc1cccc(CN=c2c([N+](=O)[O-])nn(-c3ccccc3C)n2O)c1	1	0.8	-3.6	-0.2	-2.8	-1.4	0.9	-0.1	32.8	-16.3
CCOC(=O)N1CCN(C(=O)CSCc2ccccc2C)CC1	0.9	0.8	-7.9	-0.4	-3.8	·	0.9	2.7	-4.7	-6.0
CCOC(=O)c1cc(C(C)=O)c(=O)[nH]c1C	1	-0.4	-7.5	0.3	1.8	-16.5	0.9	-1.9	-3.7	1.4
CCOc1ccc(-c2cc(C(=O)N3CCN(C)CC3)c3ccccc3n2)cc1	0.9	1.4	-4.4	0.2	-4.0	-11.6	0.9	-2.3	-2.0	-3.5
O=C(NCCN1CCOCC1)C1CC(=O)N(c2ccc(F)c(Cl)c2)C1 (centres undefined)	1	0.7	4.0	-0.2	0.4	-79.6	1	0.6	-8.0	-9.2
CCSc1ccccc1C(=O)Nc1ccc([N+](=O)[O-])cc1OC	1.2	1.0	-2.7	-0.2	-2.1	-8.8	1.1	-0.6	1.3	-3.2
Cc1cccc(NC(=S)NCCO)c1C	1	0.5	-2.1	-0.2	1.8	1.3	0.9	0.0	-9.7	-0.4
O=C(NN1C(=O)C2C(C1=O)C1C=CC2C12CC2)c1cccnc1 (centres undefined)	1.1	0.2	4.5	-0.1	-5.5	-11.1	1.1	0.1	-2.9	-18.0
O=C(NC(=S)Nc1nc2ccc(F)cc2s1)c1ccco1	1	3.1	-8.7	-0.1	14.1	1.3	1	-0.5	39.1	3.6
CCOc1ccccc1NC(=O)C1CCN(S(=O)(=O)c2c(C)noc2C)CC1	0.9	2.9	-10.2	-0.3	-6.1	·	1	0.0	97.5*	-11.4
CN(C)c1ccc(NC(=O)c2cn(-c3ccccc3)nc2-c2cccs2)cc1	0.8	1.2	0.0	-0.3	-2.8	·	0.9	-0.4	5.8	-11.2
COc1cc(C(C#N)N2N=C(c3ccccc3)CC2c2ccccc2)ccc1O (centres undefined)	1	1.7	-2.6	0.2	0.8	·	1	1.6	18.8	-1.0
CCOc1cc(/C=N/NC(=O)Cn2nc([N+](=O)[O-])cc2C)ccc1OCc1ccc(F)cc1	0.8	1.6	1.1	-0.3	0.6	·	0.9	2.8	3.4	-4.0
CCN(C(=O)Cn1c(=O)n2nc(CCn3nc(C)cc3C)nc2c2ccccc21)c1cccc(C)c1	1	1.4	2.9	-0.1	0.7	25.8	0.9	-0.7	8.2	-4.3

An excerpt from above in order of number of heavy atoms, smallest number first.
Molecule	PMI activator	RAM inhibit	HMGR II inh	Hsp70 act	TNAP inh hi DEA	S1P3 antag	PMI act hi M6P	Redox H2O2 prof	Lmaj promast	TNAP inh noacc
CCOC(=O)c1cc(C(C)=O)c(=O)[nH]c1C	1	-0.4	-7.5	0.3	1.8	-16.5	0.9	-1.9	-3.7	1.4
O=C(NN1C(=O)C2C(C1=O)C1C=CC2C12CC2)c1cccnc1 (centres undefined)	1.1	0.2	4.5	-0.1	-5.5	-11.1	1.1	0.1	-2.9	-18.0
CCOc1ccccc1NC(=O)C1CCN(S(=O)(=O)c2c(C)noc2C)CC1	0.9	2.9	-10.2	-0.3	-6.1	·	1	0.0	97.5*	-11.4
